SW480 rerep = A quantitative high throughput screen for small molecules that induce DNA re-replication in SW480 colon adenocarcinoma cells; SW480 DNA re-replication, Hoechst DNA content imaging, 48 h; 340,000 compounds, 1.8% hits; Potency, µM (highest dose often 46.1 µM), without a hit: top-dose re-replication activation, most hits filed as activators; further: % of control where 0% means no effect; nearly all actives have a fitted effect of over 55% in size
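Compounds, transferred as 23 nL by pin tool, were incubated with cells for 48 hr; DNA content per nucleus was then quantified by Hoechst staining and fluorescence plate imaging.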
HT1080 IDH1KD tx = qHTS for induction of synthetic lethality in tumor cells producing 2HG: qHTS for the HT-1080-IDH1KD cell line; HT-1080 IDH1 knockdown viability, ATP luminescence, 48 h; Potency, µM (series often up to 46.1 µM), without a hit: at the highest dose activity, negative = toxicity, usual class: cytotoxic; 360,000 compounds, 2% hits;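 further: 0% = DMSO wells and -100% = cell-free medium wells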
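IDH1KD HT-1080 cells, 750/well, RPMI + 5% FBS; compound pinned after 2 h settling; 48 h, 37 °C; CellTiter-Glo luminescence; % activity normalised to DMSO and no-cell wells; curves fitted, classed by r2 and efficacy.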
KB-3-1 tox = qHTS assay for MDR1-selective chemotherapeutics: Primary screen using the parental adenocarcinoma cell KB-3-1 | Potency, µM (doses to about 46.1 µM), for the others: at the highest dose activity change, negative = cytotoxic, actives largely listed as cytotoxic | 400,000 compounds, 1.4% hits | KB-3-1 viability, CellTiter-Glo ATP luminescence, 72 h; further: on the % scale 0 is the no-effect control and ±100 the full control effect; nearly all actives have a fitted effect of over 60% in size
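Multi-concentration cytotoxicity screen in KB-3-1 cells grown in DMEM lacking phenol red with 10% FBS. After 72 h at 37 °C with compound, ATP-dependent luminescence was recorded.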
TDP-43 yeast inh = qHTS of TDP-43 Inhibitors. AID 652104, 2013. 410,000 compounds, 1.8% hits. TDP-43 expressing yeast growth rescue, BacTiter-Glo, 24 h. Potency, µM (doses to about 46.1 µM), for the others: top-dose growth rescue (activation), usual class: activators; further: % of control where 0% means no effect; nearly all actives have a fitted effect of over 50% in size
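Readout is BacTiter-Glo luminescence of cell growth, so inhibitors register as activators. TDP-43-expressing yeast at OD600=0.02 in galactose medium, after raffinose pregrowth to mid-log, were incubated with compound for 24 hr at 30 deg C.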
GLP1R cytotox = qHTS of GLP-1 Receptor Inverse Agonists: Cytotox Screen | 410,000 compounds, 0.13% hits | Potency, µM (top dose mostly 38.3 µM), inactives show at the highest dose activity change, negative = inhibition, hits mostly inhibitors | HEK293 cAMP-luciferase reporter cells, luminescence, 24 h;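 further: loss of luciferase light is scored as toxicity; on the % scale 0 is the no-effect control and ±100 the full control effect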
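Step one: seed cells (200 cells/uL, DMEM with 10% Nu serum, 1% pen-strep). Step two: 12-hour incubation at 37 deg C. Step three: pin 23 nL compound, incubate 24 hr. Step four: add luciferase reagent, read luminescence 12 min later.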
GLP1R ag = qHTS of GLP-1 Receptor Agonists; 380,000 compounds, 0.007% hits; Glucagon-like peptide 1 receptor (Homo sapiens), P43220; HEK293 GLP-1R CRE-luciferase, luminescence, 4-6 h; cells express a hypersensitive GLP-1R form; Potency, µM (top dose mostly 45.6 µM), for inactives: at the highest dose activation, hits mostly activators; AID 624172, 2012; further: % of control where 0% means no effect
Target sequence (P43220 whole entry, looked up): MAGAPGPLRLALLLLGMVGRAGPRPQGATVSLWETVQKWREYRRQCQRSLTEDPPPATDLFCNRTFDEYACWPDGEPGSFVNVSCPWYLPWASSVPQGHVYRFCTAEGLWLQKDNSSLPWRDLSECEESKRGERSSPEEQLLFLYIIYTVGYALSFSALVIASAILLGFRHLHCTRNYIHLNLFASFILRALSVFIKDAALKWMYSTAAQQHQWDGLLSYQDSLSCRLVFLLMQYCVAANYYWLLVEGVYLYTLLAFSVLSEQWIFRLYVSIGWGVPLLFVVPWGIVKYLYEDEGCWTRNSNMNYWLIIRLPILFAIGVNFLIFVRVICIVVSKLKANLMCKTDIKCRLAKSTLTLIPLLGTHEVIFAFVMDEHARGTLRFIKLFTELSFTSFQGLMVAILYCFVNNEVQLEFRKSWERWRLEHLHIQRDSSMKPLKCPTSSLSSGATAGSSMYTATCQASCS
HT1080-NT tox = qHTS for induction of synthetic lethality in tumor cells producing 2HG: qHTS for the HT-1080-NT fibrosarcoma cell line. HT-1080-NT fibrosarcoma viability, CellTiter-Glo ATP luminescence, 48 h. Potency, µM (doses to about 46.1 µM), for inactives: at the top dose activity, negative = less viability, most hits filed as cytotoxic. 360,000 compounds, 1.6% hits. AID 686970, 2013;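 further: NT is the 2HG producing partner of a matched IDH1 knockdown line; 0% = DMSO-treated cells and -100% = media-only wells without cells; nearly all actives have a fitted effect of over 55% in size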
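Read-out is CellTiter-Glo luminescence after 10 minutes at room temperature, following 48 hours' compound treatment of HT-1080-NT cells (750 cells/well, RPMI, 5% FBS, 37 degrees C).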
KB-V1 cytotox = qHTS assay for MDR1-selective chemotherapeutics: Primary screen using the drug-selected MDR subline cells KB-V1 | KB-V1 MDR cells viability, CellTiter-Glo, 72 h | Potency, µM (titrated, usually from 46.1 µM), without a hit: at the top dose activity change, negative = cytotoxicity, usual class: cytotoxic | 400,000 compounds, 3.4% hits | AID 1347076, 2019; further: on the % scale 0 is the no-effect control and ±100 the full control effect; nearly all actives have a fitted effect of over 60% in size
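In this primary screen, KB-V1 cells overexpressing P-gp are incubated with library compounds (lowest to highest concentration) for 72 h at 37 degrees C before a luminescent ATP viability read.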
GLP-1R inv ag = qHTS of GLP-1 Receptor Inverse Agonists (Inhibition Mode); Potency, µM (doses to about 38.3 µM), without a hit: at the highest dose activity change, negative = inhibition, hits mostly inhibitors; AID 624417, 2012; 410,000 compounds, 1.6% hits; Glucagon-like peptide 1 receptor (Homo sapiens), P43220; HEK293 GLP-1R CRE-luciferase, luminescence, 24 h; GLP-1R form is constitutively active; further: on the % scale 0 is the no-effect control and ±100 the full control effect; nearly all actives have a fitted effect of over 55% in size
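qHTS in 1536-well format: reporter HEK293 cells expressing constitutive GLP-1R activity in DMEM + 10% Nu serum, 24 hr with compounds at 37 deg C, luminescence read after 12 min with detection reagent.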
* = called active by the depositor; ? = inconclusive; nt = not tested or not shown; & = joins results of further samples; [ ] = another dose, or the depositor's remark. The call rests on the fitted dose curve; in most records, active means well fitted curve in the direction sought with a large enough effect; inconclusive means small, poorly fitted or top-dose-only effect, or another doubt; inactive means no such curve, though single readings can be large; an effect the other way counts as inactive or inconclusive. Potency means the concentration at half of the fitted maximal effect. An unsorted share of the library; 9.4% or so of the library scored in one or more.

SMILES | SW480 rerep | HT1080 IDH1KD tx | KB-3-1 tox | TDP-43 yeast inh | GLP1R cytotox | GLP1R ag | HT1080-NT tox | KB-V1 cytotox | GLP-1R inv ag
Cn1nnc(NC(=S)NC(=O)c2ccccc2)n1 | -5%[9.22 µM] | 5% | 2% | 22% | 8% | -8% | 10% | 25% | 10%
Cc1cc(O)ccc1Nc1cc(-c2cccc(N)c2)ncn1 | nt | 17% | 0% | 15% | -2% | -3% | 9% | 4% | 20%
CC(C)On1c(SCC(=O)N(C)C)nc2ccccc2c1=O | -11% | 3% | 1% | 16% | 1% | 18% | 4% | -22% | 23%
C#CCNC(=O)C1=C[C@@H](c2ccc(C#C)cc2)C[C@@H](OCc2ccc(CO)cc2)O1 | -8% | 11% | -2% | 13% | 4% | -7% | 0% | -21% | 9%
COc1cc2c3c(c1)c(C1=NC(=S)NC1=O)c(O)n3C(C)(C)C=C2C | -1% | 25% | 5% | 1% | -19% | -4% | 11% | ? | 12%
Cc1cc(C)c(-c2c(O)c3cccnc3n(C)c2=O)c(C)c1 | ? | 11% | -14% | -9% | -4% | 3% | 5% | 19% | 7%
Nc1nc2ncc(-c3ccsc3)c(N)n2n1 | 3.7µM* | 12% | 1% | -2% | -7% | 9% | 2% | 6% | 12%
CCOC(=O)c1ccn(-c2nc(-c3ccco3)cc(C(F)(F)F)n2)n1 | -2% | 6% | 12% | 12% | 4% | 10% | 11% | 6% | ?
CCOc1ccc(CCNC(=O)c2c(C)oc3ncn(C)c(=O)c23)cc1 | nt | nt | -2% | 21% | -5% | nt | nt | -2% | 30%
Cc1ccccc1NC(=O)c1ccc(-n2cncn2)nc1 | 1% | -1% | 5% | -14% | 2% | 15% | -3% | 3% | 9%
C[C@H](O)[C@@H]1C(=O)N2CCc3c([nH]c4ccccc34)[C@@H]2C[C@@H]1N(C)C(=O)Nc1cc(Cl)cc(Cl)c1 | nt | ? | ? | 0% | -10% | -6% | 16µM* | 6% | 10µM*
CCOC(=O)C1=C(C)NC(SC(C)=O)=NC1c1ccc(OC(C)=O)c(OC)c1 (configuration not stated) | 3% | ? | -1% | -1% | 2% | 1% | ? | -1% | 0%
CCc1cc(C(=O)NNC(=S)Nc2cc(C)ccc2C)cs1 | 1% | 3% | -10% | ? | 1% | -3% | 5% | ? | 0%
O=S(=O)(c1c(F)cccc1F)N(CCc1ccc(F)cc1)C[C@@H](O)COCc1ccccc1 | 1% | -12% | -18% | ? | -6% | 3% | -22% | 0% | ?
Nc1cc(Cl)ccc1Oc1ccccc1 | -4% | -9% | 2% | 6% | -2% | 6% | 0% | 10% | 3%
C=CCOC(=O)c1ccc(N2CCN(c3ccccc3)CC2)nc1 | -4% | -8% | 1% | 14% | 6% | 12% | -18% | -3% | 2%
Cc1onc(-c2ccccc2)c1C(=O)NCCN1CCOCC1 | -4% | 8% | 12% | 5% | -20% | -9% | 11% | 18% | 2%
CC(C)(C)NC(=O)COC(=O)c1ccc(NC(=O)CC#N)cc1 | 7% | 3% | 2% | -13% | -8% | 7% | 6% | ? | 10%
C#CCNC(=O)C1CCN(c2cc(C)nc(-c3ccccc3)n2)CC1 | 2% | -1% | 6% | -5% | -2% | 7% | 3% | -25% | -9%
COc1cccc(CN2CCNC(=O)C2CC(=O)NCc2cn3cccc(C)c3n2)c1OC (configuration not stated) | -6% | 27% | 12% | -26% | ? | 1% | 22% | 0% | -21%
COc1ccc(/C=N/NC(=O)c2ccccc2F)cc1CN1CCN(c2ccc(F)cc2)CC1 | 5% | 0% | 7% | -14% | 0% | 10% | -10% | -2% | ?
CCOC(=O)C1=CCN(S(=O)(=O)c2ccccc2Br)C1c1ccccc1 (configuration not stated) | nt | -18% | -2% | ? | -7% | 10% | ? | ? | ?
O=C(C1CC1)N1CCN=C1SCc1ccc(F)cc1 | 5% | 15% | 0% | -7% | -2% | 2% | 27% | 11% | 18%
COc1ccc(S(=O)(=O)N2CCC(c3cc(-c4cccc5ccccc45)n[nH]3)CC2)cc1 | -1% | -20% | ? | -4% | -11% | 4% | -2% | ? | ?
COc1ccccc1OCC(=O)NCC(c1ccc(Cl)cc1)N1CCCCC1 (configuration not stated) | nt | nt | 3% | ? | -5% | nt | nt | -17% | ?
O=C(NCCCN1CCOCC1)c1ccc2c(c1)N(Cc1ccccc1)C(=O)c1ccccc1S2 | 10% | -2% | 12% | ? | -11%&2% | -6% | -1% | 4% | ?
COc1ccc(N(CC(=O)N2CCN(Cc3ccccc3)CC2)S(C)(=O)=O)cc1OC | -2% | 1% | -9% | -9% | -3% | 0% | 6% | 1% | 5%
COc1ccc(S(=O)(=O)N(C)CC(=O)NCc2ccco2)cc1Cl | 8% | 11% | 2% | 3% | 3% | -1% | ? | -9% | 2%
O=C(NCC(F)(F)F)c1nn(Cc2ccccc2)c(=O)c2ccccc12 | -3% | -12% | 1% | 4% | -6% | 18% | 5% | ? | -23%
O=C(c1ccco1)N1CCN(S(=O)(=O)c2cc(Cl)ccc2Cl)CC1 | -1%[9.22 µM] | 3% | 16% | 18µM* | -1% | -5% | 15% | -19% | 0%
CC(=O)Nc1nnc(SCC(=O)NC2CCCC2)s1 | -2% | 12% | 21% | -13% | 18% | -1% | 30% | 10% | 5%
O=C(CN1c2ccccc2Sc2ccccc21)N/N=C/c1ccccc1 | -11% | -4% | -13% | -11% | -2% | -1% | -14% | ? | ?
CSCC[C@H](NC(=O)NCCc1ccc(F)cc1)C(=O)O | -12% | 15% | 10% | 0% | 20% | -11% | 10% | 21% | -1%
Cc1ccc(-c2nc(CSCC(=O)N3CCOCC3)c(C)o2)cc1 | -4% | -6% | -15% | 0% | -15% | 3% | -3% | -6% | 0%
O=C(C1CCCO1)N1CCN(C(=S)Nc2ccccc2F)CC1 (configuration not stated) | -4% | 10% | 30% | 0% | -6% | 8% | 10% | -4% | 1%
CC(C)CCNC(=O)C1CC(=O)N(CCc2ccccc2)C1 (configuration not stated) | 3% | 11% | 2% | -11% | 0% | 3% | 12% | -4% | -22%
Cc1sc(NC(=O)CN2C(=O)NC3(CCCC3)C2=O)nc1-c1ccc(F)cc1 | -5% | 1% | -4% | 10% | -12% | -2% | 11% | 0% | -18%
COc1ccccc1CNS(=O)(=O)c1ccc(N2CCCC2)cc1Br | -31% | -13% | ? | ? | -7% | -4% | -11% | -21% | -20%
O=C(c1cnc2n(c1=O)CCS2)N1CCN(C(c2ccccc2)c2ccc(Cl)cc2)CC1 (configuration not stated) | -3% | -15% | -1% | 18% | -6% | 3% | -30% | 0% | ?
O=C(Oc1cc(Cl)cc(Cl)c1)c1cnc2n(c1=O)CCS2 | 1% | 2% | 4% | 10% | -1% | 13% | 0% | 11% | 16%
CC(C)NC(=O)Nc1ccc2c(c1)C(=O)N([C@H](C)CO)C[C@H](C)[C@@H](CN(C)C(=O)NC(C)C)O2 | 7%[9.22 µM] | 14% | 8% | 10% | 17% | -6% | -5% | ? | 15%
O=[N+]([O-])c1ccc(N/N=C/c2ccc[nH]2)cc1 | 19% | -22% | 0% | 8% | -1%[1.53 µM] | -10% | -4% | ? | ?
CCCCCC(=O)N(Cc1ccccc1)c1c(N)n(CCOC)c(=O)[nH]c1=O | -5% | 1% | 26% | 3% | 3% | -21% | -3% | -1% | 11%

Assay outcomes (PubChem BioAssay)
